Screening data: PubChem BioAssay, several laboratories
Rac1 mut GTP – modulators of GTP binding to human Rac1 activated mutant; P63000; GST-Rac1 activated beads, fluorescent GTP binding, flow cytometry; actives lie on both sides; 100% means binding = to untreated wells; percent activity (GTP binding), % at 10 µM; hit rate 0.11% among 190,000;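 active = GTP binding at least 20 percentage points away from the 100% baseline, in either direction, so actives lie on both sides; inconclusive = Compound likely fluorescent itself, or too few beads counted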
Mcl1-Noxa inh – Mcl-1/Noxa interaction inhibition. TR-FRET Mcl-1/Noxa peptide binding, 2 h. hit rate 1.5% among 220,000. Q07820. inhibition, % at 21.7 µM;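 active = compounds that cut the protein-peptide binding signal by more than 50% relative to plate controls in a single-dose test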;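 also: His-tagged Mcl-1 with rhodamine Noxa BH3 peptide and terbium anti-His antibody; 0% = Mcl-1 plus Noxa peptide wells and 100% = peptide-only wells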
Target sequence (Q07820 whole entry, looked up): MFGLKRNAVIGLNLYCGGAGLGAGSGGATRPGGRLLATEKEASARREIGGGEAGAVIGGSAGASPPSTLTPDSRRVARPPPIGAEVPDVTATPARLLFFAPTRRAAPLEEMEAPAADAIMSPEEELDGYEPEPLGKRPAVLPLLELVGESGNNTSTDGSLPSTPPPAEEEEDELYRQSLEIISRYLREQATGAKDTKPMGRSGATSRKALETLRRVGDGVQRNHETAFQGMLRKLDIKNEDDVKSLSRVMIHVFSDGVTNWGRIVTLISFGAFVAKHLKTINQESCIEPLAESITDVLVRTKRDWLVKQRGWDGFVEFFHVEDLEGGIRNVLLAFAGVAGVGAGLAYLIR
Mcl1-Bid inh – disrupts binding of human Mcl-1 to Bid peptide; hit rate 0.97% among 220,000; inhibition, % at 21.7 µM; TR-FRET Mcl-1/Bid-Dy647 peptide binding, 1536-well; AID 1021;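 active = compounds that cut the binding signal by more than half at the single screening dose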;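 also: His-tagged Mcl-1 with europium anti-His antibody binding Bid BH3 peptide; 0% = Mcl-1 plus peptide wells and 100% = peptide-only wells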
Rac1 wt GTP bind – alters GTP binding to wildtype human Rac1; GTP binding activity (% of control), % at 10 µM; hit rate 0.27% among 190,000; P63000; AID 757; GST-Rac1 beads, fluorescent GTP binding, flow cytometry; actives lie on both sides; 0 = cold GTP competed, 100 = untreated;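 active = GTP binding activity at least 20 points away from the 100% control level, either lower or higher; inconclusive = compound flagged as likely green fluorescent, judged across all proteins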
Rab2 wt GTP – changes GTP binding to wildtype dog Rab2A, up or down | hit rate 0.19% among 190,000 | GTP binding activity, % at 10 µM | P61105 | GST-Rab2 wt beads, Bodipy-GTP binding, flow cytometry;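 active = GTP binding activity at least 20 points away from 100%, either lowered or raised; inconclusive = signal likely due to the compound's own green fluorescence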;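 also: 0% = beads with excess unlabeled GTP and 100% = no-compound control corrected for plate trend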
Mcl-1 Bim block – inhibitors of Bim-Mcl-1 interaction, human; Bead-based flow cytometry, Bim peptide-Mcl-1 binding; inhibition, % at 10 µM; hit rate 0.1% among 190,000; in the data active = inhibition above about 40%;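 also: 0% = no compound tracer wells and 100% = peptide blocker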
RGS8-Gao reg – regulators of human RGS8-Galphao interaction; multiplexed bead flow cytometry, RGS8-Galphao binding; actives lie on both sides; P09471; response (percent of control binding), % at 10 µM; hit rate 0.34% among 220,000; in the data active = response below about 60% or above about 140%; inactive = in between;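 also: Galphao activated as the GDP aluminium fluoride complex binding bead-coupled RGS8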
Pf gamet viab – kills late stage P. falciparum gametocytes; P. falciparum stage V gametocytes, ATP luminescence, 24 h; inhibition, % at 10.9 µM; hit rate 0.065% among 150,000;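 active = inhibition above the mean plus 3 SD of compounds within the control limits, set per campaign, cut at about 38% in these data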;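 also: 0% = DMSO wells and 100% = medium only without gametocytes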
HRas wt GTP bind – modulators of GTP binding to human HRas wildtype. P01112. hit rate 0.14% among 190,000. GTP binding activity, % at 10 µM. GST-Ras wt beads, Bodipy-FL-GTP binding, flow cytometry; actives lie on both sides. AID 759;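 active = GTP binding activity at least 20% away from the 100% baseline, either lowered as inhibitor or raised as activator; inconclusive = flagged as likely green fluorescent, judged across all proteins in the well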;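 also: 0% = unlabeled GTP competition control and 100% = no-compound control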
Target sequence (P01112 whole entry, looked up): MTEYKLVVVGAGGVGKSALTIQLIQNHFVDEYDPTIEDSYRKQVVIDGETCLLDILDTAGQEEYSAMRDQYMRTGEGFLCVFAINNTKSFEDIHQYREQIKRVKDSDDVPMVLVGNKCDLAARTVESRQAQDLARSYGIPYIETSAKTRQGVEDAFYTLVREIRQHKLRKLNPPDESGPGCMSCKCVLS
Cdc42 wt – changes GTP binding to wildtype human Cdc42 | P60953 | GST-Cdc42 beads, Bodipy-GTP binding, flow cytometry; actives lie on both sides | percent activity (GTP binding), % at 10 µM | hit rate 0.2% among 190,000 | AID 761;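 active = percent activity GTP binding at least 20 points away from the 100% baseline, either down as inhibitor or up as activator; inconclusive = compound flagged as likely green fluorescent from well-wide comparison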;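 also: median bead fluorescence of bound Bodipy-FL-GTP at 100 nM; 0% = excess unlabeled GTP control and 100% = no compound control; below 100% means less GTP binding so inhibitor and above means activator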
Target sequence (P60953 whole entry, looked up): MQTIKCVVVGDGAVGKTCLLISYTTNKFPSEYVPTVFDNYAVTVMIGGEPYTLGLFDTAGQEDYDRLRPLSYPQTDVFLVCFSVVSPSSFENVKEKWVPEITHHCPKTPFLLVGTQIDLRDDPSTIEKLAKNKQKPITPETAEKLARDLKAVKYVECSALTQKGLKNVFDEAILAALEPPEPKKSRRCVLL
Rab7 wt GTP bind – modulators of GTP binding to dog Rab7 wildtype GTPase; GST-Rab7 beads, fluorescent GTP binding, flow cytometry; actives lie on both sides; untreated = 100%, excess cold GTP = 0%; GTP binding activity (percent of control), % at 10 µM; hit rate 0.055% among 190,000;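 active = fluorescent GTP binding to Rab7 beads changed by at least 20 points from the 100% baseline, either direction, mostly lower; inconclusive = compound itself probably fluorescent, or too few beads counted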;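 also: median green fluorescence of bound Bodipy-FL-GTP per Rab7 bead population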
The depositor's hits bear a star; ? = inconclusive; · = no result given.

Values in the order: Rac1 mut GTP	Mcl1-Noxa inh	Mcl1-Bid inh	Rac1 wt GTP bind	Rab2 wt GTP	Mcl-1 Bim block	RGS8-Gao reg	Pf gamet viab	HRas wt GTP bind	Cdc42 wt	Rab7 wt GTP bind
- COc1ccc(NC(=O)Cn2cnc3ccccc3c2=O)cc1OC
    97	-6	-22	98	97	1	88	·	96	99	96
- CCOC(=O)c1ccc2nc(C)c3c(c2c1)OC(C)C3 (stereo not given)
    98	2	4	101	99	4	104	·	101	102	100
- CC1CCCCN1CC(=O)Nc1ccc(Oc2ccccc2)cc1 (stereo not given)
    98	24	4	105	100	0	100	-16	100	104	95
- COc1ccc(S(=O)(=O)N(C)CC(=O)N2CCN(c3ccc(F)cc3)CC2)cc1OC
    96	19	-26	102	101	0	104	-5	100	99	99
- O=C(CN1CCN(c2ccccn2)CC1)NC1CCCCC1
    100	5	-25	104	99	-5	104	-3	99	100	100
- CCCCOC(=O)CCn1c(=S)oc2ccccc21
    95	2	-11	102	99	-2	105	·	99	100	100
- O=C(CSc1ccccc1)N1CCN(C(=O)c2ccco2)CC1
    97	-4	9	99	98	0	102	-7	99	92	104
- O=C(Nc1nc(-c2ccc(S(=O)(=O)N3CCCCCC3)cc2)cs1)c1cccs1
    ?	-135	-51	?	?	10	105	·	?	?	?
- COc1ccc(CN2CCN(C3CCOCC3)CC2CCO)c(C)c1C (stereo not given)
    93	-3	-43	95	96	-1	104	4	93	95	90
- CN1CCN(CCCNC(=O)c2ccc(/C=C3\Sc4ccccc4N(Cc4ccc(F)cc4)C3=O)cc2)CC1
    97	13	-29	101	98	0	101	5	98	100	107
- CCOC(=O)C1NC(=O)CC1c1ccccc1 (stereo not given)
    103	-24	-31	108	101	0	106	·	104	108	102
- CCn1c(COc2ccc(C)cc2)nc2ccccc21
    94	31	3	97	94	4	97	7	95	96	96
- COc1ccccc1N(CCC#N)C(=O)CSc1ccc2c(c1)OCCO2
    101	7	-16	108	104	-1	102	19	102	105	100
- CC1Cc2ccccc2N1c1ncnc2c1nnn2Cc1ccccc1 (stereo not given)
    103	-6	14	108	104	-3	93	-6	104	103	102
- O=C(COc1ccccc1Cl)NCCCN1CCOCC1
    102	-7	-15	102	104	-3	100	·	103	105	102
- CC1(C(=O)O)Sc2[nH]c(=O)sc2C2c3ccccc3OC(=O)C21 (stereo not given)
    100	19	-10	111	105	3	100	·	105	107	105
- O=C(Nc1nc(COc2ccccc2)cs1)C12CC3CC(CC(C3)C1)C2
    96	13	14	98	97	-2	98	12	98	96	97
- O=C(O)c1cccc(N2C(=O)/C(=C/c3ccc(SCc4ccc(Cl)cc4)o3)SC2=S)c1
    ?	89*	84*	?	?	11	95	4	?	?	?
- CCn1c(C)[n+](CCCS(=O)(=O)[O-])c2cc(Cl)c(Cl)cc21
    95	40	-31	95	103	0	99	2	102	99	107
- Cc1noc(C)c1COC(=O)C1CC(O)CN1S(=O)(=O)c1ccc(Cl)cc1 (stereo not given)
    99	8	-17	98	102	-2	99	·	101	101	97
- COc1ccc(S(=O)(=O)N2CCC(NC(=O)N3CCOCC3)CC2)cc1
    95	0	-16	102	96	-2	94	19	97	96	100
- O=C(COC(=O)CN1C(=O)C2CCCCC2C1=O)Nc1ccc(S(=O)(=O)N2CCOCC2)cc1 (stereo not given)
    102	11	-20	105	99	-3	98	-13	102	101	96
- Cc1occc1C(=O)NC1CCCCCC1
    100	11	-4	100	104	1	102	15	101	101	99
- CCOc1ccc(C(CC(=O)O)NC(=O)C2c3ccccc3Oc3ccccc32)cc1 (stereo not given)
    96	26	-12	99	94	-3	105	18	94	97	94
- CCCCOc1ccc(CSCCNC(=S)Nc2ccccc2)cc1
    100	24	-33	105	102	-18	101	-5	103	103	100
- COC(=O)N(NC(=O)C(O)(CCC(C)C)CCC(C)C)c1ccccc1
    97	5	4	102	96	-10	103	-9	95	97	97
- COC(=O)c1sc2ncccc2c1OCc1c(Cl)cccc1Cl
    96	2	-38	98	98	0	101	-5	98	99	99
- Cc1nc(NC(=O)CSc2nnc(Cn3nnc4ccccc43)n2C)sc1C
    99	8	-13	102	102	-1	109	-2	100	97	97
- CC1(C)Cc2c(C#N)c(NCCCO)nc(-c3ccccc3)c2CO1
    97	12	-14	101	101	1	100	·	101	100	103
- COC(=O)COc1ccc(-c2ccccc2)cc1C=O
    92	-13	2	93	95	0	114	-17	91	91	99
- CCn1c(CNc2ccc(OC)cc2)nnc1SCC(=O)N1CCCc2ccccc21
    96	8	-67	98	97	0	102	9	100	101	99
- Cn1c(C(N)=O)cnc1Sc1ncc(C(F)(F)F)cc1Cl
    100	0	-1	103	98	-1	100	·	101	101	102
- Cc1nnc(-c2cnn(-c3ccccc3)c2N)n1Cc1ccccc1
    98	-3	-11	101	95	-1	100	4	95	97	94
- O=C(c1ccncc1)c1ccc(NC(=O)c2cccs2)cc1
    99	3	-10	105	102	0	97	11	100	104	100
- O=C(c1cccs1)N1CCc2c([nH]c3ccccc23)C1c1ccc(Cl)cc1 (stereo not given)
    95	-6	-8	96	94	-1	107	-25	95	94	97
- COc1ccc(-n2nc(C(=O)NCC(=O)NCc3ccco3)c3ccccc3c2=O)cc1
    99	22	-22	104	100	0	99	-12	102	104	102
- COCC(=O)Nc1cc(Cl)c(OC)cc1OC
    100	-8	-32	106	100	-1	100	14	104	103	98
- CCOC(=O)c1c(N)sc(C(N)=O)c1C
    103	18	-34	106	102	2	93	·	105	108	101
- CN(C)CC(O)CN1C(=O)NC(C)(C)C1=O (stereo not given)
    94	-5	-16	96	95	-4	101	12	95	93	95
- COc1ccc(N2CCN(CC(O)COCc3ccccc3)CC2)cc1 (stereo not given)
    94	27	-37	99	98	-2	102	-9	98	96	102
- CC(C)n1c(SCCCc2ccccc2)nc2c1c(=O)[nH]c(=O)n2C
    101	9	13	100	98	0	99	·	99	98	101
- COc1ccc(-c2nnc(SCc3nnc(-c4ccc(Cl)cc4)o3)n2-c2ccccc2)cc1
    90	6	2	89	91	1	103	-20	95	92	93
- Cc1ccc(NC(=O)Cn2c(/C=C/c3ccccc3)nc3ccccc32)cc1C
    92	5	-13	93	95	2	138	-5	96	94	94
- CC(=O)Nc1cccc(C(=O)N/N=C/c2ccccc2F)c1
    96	-5	-12	97	98	-5	98	-20	97	99	96
- CCOC(=O)c1cc2c(N)c(C(=O)c3cc(C#N)c(SC)nc3C)sc2nc1C
    98	29	2	102	100	2	102	·	101	100	100
- COc1ccc(C2C(C(=O)N3CCN(c4ccccc4F)CC3)c3ccccc3C(=O)N2C)cc1 (stereo not given)
    98	-3	5	102	99	5	124	·	99	100	100
- CCn1c(C)cc2c(c1=O)C(c1ccccc1Br)C(C#N)=C(N)O2 (stereo not given)
    99	-12	0	101	98	-3	99	·	100	104	97
- CCN(Cc1ccncc1)C(=S)Nc1ccc(Cl)cc1
    95	15	-15	95	96	0	100	-33	96	94	103
- Cc1ccc(S(=O)(=O)NCCCOC(=O)Nc2ccncc2)cc1
    101	7	-10	103	99	-2	102	·	100	106	102
- Cc1nc([N+](=O)[O-])c(C(=O)OCc2ccccc2C#N)n1C
    98	4	6	106	104	-2	103	-9	101	103	105
- COC(=O)c1ccccc1NC(=O)C(C)NS(=O)(=O)c1ccc(OC)cc1 (stereo not given)
    96	32	-7	104	98	-3	102	·	100	100	99
- CCOC(=O)c1cc(-c2ccccc2)n(CCC(=O)N2CCN(c3ccccc3OC)CC2)c1C
    104	18	-12	103	101	-3	105	·	101	101	102
- CCN(CC)S(=O)(=O)c1ccc(S(=O)(=O)Nc2ccc3c(c2)oc2ccccc23)cc1
    98	19	36	103	100	1	105	20	102	102	101
- CN(C)CCN1C(=O)C(O)=C(C(=O)c2cc3ccccc3o2)C1c1ccccn1 (stereo not given)
    ?	-3	-16	?	?	-1	101	·	?	?	?
- Cc1nnc(SCC(=O)N2CCC(c3noc4ccc(F)cc34)CC2)s1
    103	5	-33	109	104	0	106	·	103	104	102
- NC(=O)CSc1nnnn1-c1ccc2c(c1)OCCO2
    102	9	-15	108	101	-2	103	·	104	104	100
- CC(C)N(c1ccccc1)c1ccc(NC(=O)COC(=O)CCN2C(=O)c3cccc([N+](=O)[O-])c3C2=O)cc1
    98	11	-15	105	99	-12	93	-17	100	102	99
- CC(CCc1ccco1)NC(=O)Cn1nc(Cc2ccncc2)c2ccccc2c1=O (stereo not given)
    99	-10	-34	99	100	0	98	·	99	100	96
- CC1(C)CC(=O)C2=C(C1)OC(N)=C([N+](=O)[O-])C2c1cccs1 (stereo not given)
    102	12	-41	108	97	-4	104	28	99	103	98
- Cc1nc2cc(O)ccc2n1C
    100	4	-61	101	96	-1	101	-7	98	97	94

Continued:
Values in the order: Rac1 mut GTP	Mcl1-Noxa inh	Mcl1-Bid inh	Rac1 wt GTP bind	Rab2 wt GTP	Mcl-1 Bim block	RGS8-Gao reg	Pf gamet viab	HRas wt GTP bind	Cdc42 wt	Rab7 wt GTP bind
- Cc1ccc(CCNc2ccccc2)c[n+]1[O-]
    96	1	-30	100	100	4	107	·	97	101	93
- COc1ccc(NC(=O)CSc2nc(C)cs2)cc1
    93	-5	-12	95	97	-2	107	-2	96	93	94
- c1coc(CNc2ncnc3sc4c(c23)CCCCC4)c1
    101	10	-42	112	103	-3	102	·	102	103	103
- CC(C)(C)NC(=O)NC(=O)COC(=O)c1ccc2c(c1)S(=O)(=O)N=C1CCCCCN12
    100	12	6	105	99	-4	100	-14	99	103	100
- NC(=S)n1[nH]c(-c2ccc([N+](=O)[O-])cc2)c(N=Nc2ccccc2[N+](=O)[O-])c1=O
    92	84*	90*	97	92	-174	102	-1	93	96	94
- CCOc1cc(N2CCOCC2)c(OCC)cc1NC(=O)[C@H](C)N1C(=O)C2CC=CCC2C1=O (stereo not given in full)
    96	5	-42	99	97	-1	97	0	97	98	97
- CCOC(=O)c1cnc2c(Cl)cccc2c1NCCN1CCOCC1
    96	7	-1	103	98	-2	88	8	99	102	98
- COc1ccc(C2N(c3cc(Cl)ccc3OC)C(=O)C3CCCN32)cc1 (stereo not given)
    95	6	-11	97	99	-1	105	·	98	97	102
- COc1ccc(-c2c3c(=O)n(C)c(=O)n(C)c3cn2N2CCOCC2)cc1
    96	6	-40	98	99	0	97	-22	99	100	99

Compounds were not picked by outcome; 2.9% or so of the library scored in one or more.
